# RT RNaseH block = blocks HIV-1 RNase H cleavage of RNA/DNA duplex. inhibition, % at 10 µM. RT-RNase H RNA/DNA duplex cleavage, fluorescence. hit rate 1.9% among 65,000. AID 565; in the data active = inhibition above about 50%
# RmlC RmlD mix = RmlC/RmlD inhibition, mixture screen; RmlC/RmlD coupled enzyme inhibition, 384-well mixture HTS; inhibition, % at 5.5 µM; hit rate 0.39% among 110,000; AID 1532; in the data active = inhibition above about 30%, passing the limit was not always enough; note: strong numbers were not always called active
# * = called active by the depositor; . = not tested or not shown. Only part of the results is shown (hit frequency here may not be typical).
SMILES,RT RNaseH block,RmlC RmlD mix
Cc1ccc(C(=O)COC(=O)CCc2nc3ccccc3[nH]c2=O)cc1C,5,-116
O=C(O)c1cccc(Cn2cc(Cl)cn2)c1,-2,-9
Cc1cc2nc(C(F)(F)F)[nH]c(=O)n2n1,-10,9
N#Cc1c2c(c(NCc3ccco3)n3c1nc1ccccc13)CCC2,-2,-40
CCCCCCCCCCCCN1[C@@H](CC(C)=O)c2cc(F)ccc2S1(=O)=O,.,-8
CCCCOc1nc2ccccc2nc1C(C#N)S(=O)(=O)c1ccccc1 (stereo not given),-5,.
COc1ccc(N=CC2=C(O)c3ccccc3C2=O)c(OC)c1,.,-6
Cc1ccc2occ(C(c3nnnn3Cc3ccccc3)N3CCOCC3)c(=O)c2c1 (stereo not given),-14,0
COc1ccc(C(=S)N2CCCCCC2)cc1,.,2
O=c1c2c(-c3cccs3)csc2[nH]c(=S)n1-c1ccccc1,.,11
C=CCc1c(C)nc(C)nc1N/N=C/c1ccc(F)cc1,.,-4
Cc1[nH]c2ccccc2c1C(c1ccccn1)N1CCC(C(N)=O)CC1 (stereo not given),-12,-4
COc1ccc(C2=NOC(C(=O)NCc3ccccn3)C2)cc1OC (stereo not given),.,-1
CCCc1cc(C(=O)N2CCN(S(=O)(=O)c3ccc(OC)c(OC)c3)CC2)cs1,3,-10
Cn1c(=O)[nH]c(=O)c2c1nc(N1CCCCC1)n2CCOc1ccccc1,0,-15
CCOC(=O)c1ccc(OCc2nc(-c3cccs3)no2)cc1,-13,-6
CCOC(=O)c1ccc(Oc2nc(NC)nc(Nc3ccccc3)n2)cc1,.,9
O=C(Nc1ccccc1C(=O)N1CCOCC1)C1CCCO1 (stereo not given),5,-14
COc1ccc(-c2nn(CC(=O)N(C)C)c(=O)c3ccccc23)cc1,-13,6
CCOc1ccc(NC(=O)CSc2nc3ccccc3c(=O)n2CCNC(C)=O)cc1,-10,1
Cc1ccc(N=Cc2sc(O)c3ccccc23)cc1,.,8
COc1ccc(NC(=O)C2CCN(S(C)(=O)=O)CC2)cc1Cl,.,6
Cc1cc2cc(CNS(=O)(=O)N(C)C)ccc2[nH]1,-2,5
CC1CCN(C(c2cc3cc4c(cc3[nH]c2=O)OCO4)c2nnnn2CC2CCCO2)CC1 (stereo not given),4,7
CC1CCN(c2ccc(NC(=O)c3cccnc3)cc2)CC1,1,-9
CCOc1cc(CO)cc(Br)c1OCC(=O)O,.,3
COc1ccc(CCNC(=O)CSc2nnc(-c3ccccc3)o2)cc1OC,-7,-10
CCOCCCNC(=O)c1ccc(CS(=O)(=O)Cc2ccccc2F)o1,.,8
COC(=O)c1sccc1NC(=O)c1c(C)cc(=O)oc1C,-11,-7
O=C(c1ccco1)N1CCN(C(=O)C2CCN(S(=O)(=O)c3cccc4nsnc34)CC2)CC1,28,-42
COc1ccc(CNC(=O)COC(=O)c2cccnc2Nc2cccc(C(F)(F)F)c2)cc1,.,-18
O=C(Nc1cnc2ccccc2c1)c1ccncc1,-7,-9
CCOC(=O)N1CCN(S(=O)(=O)c2ccc(C(=O)Nc3nc4c(s3)CC(C)CC4)cc2)CC1 (stereo not given),5,.
CC1(C)CC(=O)C2=C(C1)N(Cc1ccc(F)cc1)C(=O)C2(NC(=O)c1cccnc1)C(F)(F)F (stereo not given),.,7
N/C(=N\OC(=O)c1ccc(Cl)cc1)c1ccccn1,.,6
Cc1c(NC2=NC(C)(C)Cc3ccccc32)c(=O)n(-c2ccccc2)n1C,.,-8
COc1ccccc1OCCNC(=O)c1cccs1,-17,-13
COc1ccc(CCN(CC(=O)NC2CCCC2)C(=O)CCC(=O)Nc2cc(C)on2)cc1OC,-4,.
O=C(COc1ccc2ccccc2c1)N1CCCC1,-12,-4
Cc1ccc(CCNC(=O)C2CCCN(c3nc4ccccc4o3)C2)cc1 (stereo not given),7,6
COc1ccc(-c2nnc3sc(CN4C(=O)c5ccccc5C4=O)nn23)cc1,4,7
Cc1ccc(C(=O)Oc2cc(-c3ccccc3)no2)cc1,.,-17
NC(=O)c1c(N)sc(=S)n1-c1ccccc1,0,8
C=CC(C)n1c(Br)nc2c1c(=O)[nH]c(=O)n2C (stereo not given),-12,-10
CCN1C(=O)/C(=C\N2CCCc3ccccc32)SC1=S,-20,-3
O=C(Nc1ccc2c(c1)OCO2)C1CCCN(S(=O)(=O)Cc2ccccc2)C1 (stereo not given),-15,-8
O=C(c1cccc(F)c1)N1CCC(N2CCCCCC2)CC1,.,3
COc1ccc(OCC(=O)Nc2ccc(NC(=O)c3ccco3)cc2)cc1,-12,-12
COc1ccc(CN(C(=O)Cc2c[nH]c3ccccc23)C(C(=O)NC2CCCCC2)c2ccc(C)o2)cc1 (stereo not given),.,2
CCOc1ccccc1N1CN(CC)CNC1=S,.,-9
Cc1cc2ccccc2n1CCNC(=O)C1CCCC1,-6,.
CCOC(=O)C1=C(C)OC(N)=C(C#N)C1c1ccc(C)o1 (stereo not given),.,1
CC(=O)Nc1ccc(N2C(=O)CCC2=O)cc1C,.,2
CCCNC(=O)c1ccc2c(=O)c(O)c(-c3ccc(OC)cc3)[nH]c2c1,.,12
N=c1n(CCN2CCOCC2)c2ccccc2n1CC(O)COc1ccccc1 (stereo not given),16,-13
NC(=O)CSc1nc2ccccc2n1Cc1ccccc1F,-74,9
COc1cc(OC)c(CN2CCN(c3ccc(F)cc3)CC2)cc1Br,-7,4
O=C(NCC1CCCO1)c1onc(CSc2cccc3ccccc23)c1C(=O)O (stereo not given),.,-6
CC(=O)c1sc(NC(=O)c2ccc(F)c(F)c2)nc1C,.,-11
Cc1ccc(S(=O)(=O)c2ccc(Cl)cc2)cc1S(=O)(=O)N1CCOCC1,-2,4
# (more compounds)
SMILES,RT RNaseH block,RmlC RmlD mix
Cc1ncoc1C(=O)Nc1ccccc1-c1ccccc1,0,8
O=C(Nc1ccccc1)c1ccncc1,.,12
O=C(Nc1ccc2c(c1)OCO2)c1cccc2c1C(=O)N(Cc1cccnc1)C2,-8,1
COc1ccc(CN2CCC(CNC(=O)NC3CCCCC3)CC2)cc1,-10,17
O=C(NCc1ccccc1)c1cc(S(=O)(=O)N2CCOCC2)ccc1F,5,-7
CC(=O)SCCC(=O)N1C(C)CCCC1C(=O)O (stereo not given),-9,-8
CC1CCCC(C)N1S(=O)(=O)c1ccc(NC(=O)CNCC2CCCO2)cc1 (stereo not given),3,-12
CCCNC(=O)Cn1nc(C(F)(F)F)c2c1CCCC2,.,-15
O=C1c2cccc3cccc(c23)C(=O)N1c1ccncc1,.,-8
CCCN=CC1=C(O)CC(c2ccccc2)CC1=O (stereo not given),.,-1
CC(C)C(=O)N(c1cc2sc(=O)oc2c2ccccc12)S(=O)(=O)c1cccs1,.,3
CN1CCN(c2ccccc2NC(=O)c2cccc(OCc3ccccc3)c2)CC1,-9,6
CCCCCn1c(CN2CCN(c3cc(Cl)ccc3C)CC2)nc2c1c(=O)[nH]c(=O)n2C,4,-7
CCC(C)C(NS(=O)(=O)c1ccc(C)cc1)C(=O)Oc1ccc2c3c(c(=O)oc2c1)CCC3 (stereo not given),.,17
Cc1cc(NS(=O)(=O)c2ccc(NC(=O)Nc3ccc4c(c3)OCO4)cc2)no1,2,-10
CC(=O)c1ccc(C(C)(C)c2ccc(C(C)=O)s2)s1,-13,-1
Cn1c(CCN2CCN(c3ccccc3)CC2)nc2cc(NC(=O)c3ccco3)ccc21,3,.
CCN(CC)S(=O)(=O)c1cc(Br)ccc1OC,-73,4
CCCC/C(O)=C/c1nc2ccccc2[nH]c1=O,.,32
CCN(CC(N)=O)S(=O)(=O)c1ccc(Br)cc1,-3,4
CCCNC(=O)NC(=O)CSc1nnc(C)n1N,.,-21
C=C(C)CSc1nnc2[nH]c(=O)cc(N)n12,-2,6
Cc1nc(NC(=O)c2ccccc2)sc1-c1csc(Nc2cccc(F)c2)n1,.,-6
CCC(C)C(NC(=O)C1CCC(C)CC1)C(=O)NC1CCN(Cc2ccccc2)CC1 (stereo not given),.,7

# One compound at a time (already shown). Screens in order: RT RNaseH block, RmlC RmlD mix
# Listed for `CCCC/C(O)=C/c1nc2ccccc2[nH]c1=O` = ., 32
# Listed for `CCCCCn1c(CN2CCN(c3cc(Cl)ccc3C)CC2)nc2c1c(=O)[nH]c(=O)n2C` = 4, -7
# Listed for `Cc1nc(NC(=O)c2ccccc2)sc1-c1csc(Nc2cccc(F)c2)n1` = ., -6

# Other results follow:
SMILES,RT RNaseH block,RmlC RmlD mix
Cc1cccc(N(C)C(=S)Oc2ccc3ccccc3c2)c1,-42,-16
CN1C(=O)C(O)(CC(=O)c2ccccn2)c2cc(Br)ccc21 (stereo not given),5,-5
CC1(C)Cc2c(sc3[nH]c(=S)n(Cc4ccco4)c(=O)c23)CO1,19,4
CC1CCCCC1NC(=O)C(Cc1ccccc1)NS(=O)(=O)c1cccs1 (stereo not given),.,-12
COc1ccc(NC(=O)c2cc(Cl)ccc2NC(=O)c2ccco2)c(OC)c1,8,2
COC(=O)c1sccc1NC(=O)C1C2C=CC(C2)C1C(=O)O (stereo not given),.,-8
CCOC(=O)C1=C(c2ccccc2)NC(SCC(=O)Nc2ccc(C)cc2)=C(C#N)C1c1ccco1 (stereo not given),18,-11
CC(=O)OCc1c(C(F)(F)F)nn(C)c1SCc1ccc(Cl)cc1,.,-4
O=C(COC(=O)c1ccccc1NC(=O)c1ccco1)NCCC1=CCCCC1,14,7
Cc1ccc(/C=C2/NC(=O)N(Cc3ccccc3)C2=O)s1,.,-1
Cc1ccc(NC(=O)CSc2nnc(CSc3nc(C)cc(C)n3)n2Cc2ccco2)c(C)c1,-14,21
CCS(=O)(=O)n1nc(-c2ccccc2)nc1N,-3,-24
COc1cc2cc(/C=C/C(=O)c3ccco3)c(Cl)nc2cc1OC,.,12
Clc1ccc(N=c2ssnc2Cl)cc1,.,-5
O=C(COC(=O)Cc1cccs1)Nc1ccc(F)c(F)c1F,.,-8
COCCNC(=O)C(=O)NCC1OCCN1C(=O)c1ccc(Cl)cc1 (stereo not given),.,15
O=C(C1=C[C@@H](c2ccc(Br)cc2)C[C@@H](OCc2ccc(CO)cc2)O1)N1CCN(Cc2ccc3c(c2)OCO3)CC1,.,8
Cc1c2ccncc2c(C)c2c1[nH]c1ccccc12,19,-34
O=S(=O)(NC1=NCCC1)c1cccs1,-13,-17
Cc1cccc(-n2ncc3c(NCCCn4ccnc4)ncnc32)c1,-14,-9
N#CCSCC(=O)Nc1ccc(F)cc1,-1,-10
S=C(NCCC1=CCCCC1)Nc1ccccc1,.,-8
CCN(CC)CCCOc1ccc(C)cc1Br,.,3
Cc1cccc(C)c1-n1c(C)cc(/C=C2\C(=O)NN(c3ccccc3)C2=O)c1C,.,7
COc1cc(CO)ccc1Oc1nnnn1-c1ccc(C(N)=O)cc1,.,-5
Cc1cc(NC(=O)c2cnn3cccnc23)nn1CC(=O)Nc1cccnc1,1,2
COCCNC(=O)c1ccc(CN2CCOCC2)cc1,.,-20
COc1ccc(NC(=O)c2c(C)cc(=O)oc2C)c(OC)c1,-7,14
CCCN(CCO)Cc1ccc(Br)cc1,.,7
CCOC(=O)CN1C(=O)C(CC)Oc2ccccc21 (stereo not given),40,7
C=CCNc1cnn(-c2ccc(C)cc2)c(=O)c1Cl,.,6
Cc1c(/C=N/NC(=O)c2cc(=O)[nH]c(=O)[nH]2)c2ccccn2c1C(=O)c1ccccc1,.,23
COc1ccc(Cc2nnc(SCC(=O)NC3CCCC3)o2)cc1,.,-5
COc1cc(-c2ccccc2)nc2ccccc12,.,5
Cc1nn(-c2nc3ccccc3s2)c(N)c1Sc1ccc(F)cc1,44,4
O=C(CCN1C(=O)C2C3C=CC(C3)C2C1=O)N1CCN(c2ccccn2)CC1 (stereo not given),.,8
Nc1[nH]nc2nc(N3CCCC3)nc(-c3ccccc3)c12,-10,-32
Cc1nn(-c2ccccc2)c2[nH]c(=O)c(CNc3ccc4c(c3)OCCO4)cc12,80*,4
O=C(c1ccco1)N1CCN(CC(=O)N2CCCc3c2c(=O)oc2ccc(O)cc32)CC1,-3,17
COc1ccccc1-c1ccc(=O)n(CC(=O)NCc2ccc3c(c2)OCO3)n1,4,-7
CCOC(=O)c1ccccc1NC(=O)c1c(N)n(C)c(=O)[nH]c1=O,.,8

# Structures listed so far with fluorine:
SMILES,RT RNaseH block,RmlC RmlD mix
Cc1cc2nc(C(F)(F)F)[nH]c(=O)n2n1,-10,9
CCCCCCCCCCCCN1[C@@H](CC(C)=O)c2cc(F)ccc2S1(=O)=O,.,-8
C=CCc1c(C)nc(C)nc1N/N=C/c1ccc(F)cc1,.,-4
CCOCCCNC(=O)c1ccc(CS(=O)(=O)Cc2ccccc2F)o1,.,8
COc1ccc(CNC(=O)COC(=O)c2cccnc2Nc2cccc(C(F)(F)F)c2)cc1,.,-18
CC1(C)CC(=O)C2=C(C1)N(Cc1ccc(F)cc1)C(=O)C2(NC(=O)c1cccnc1)C(F)(F)F (stereo not given),.,7
O=C(c1cccc(F)c1)N1CCC(N2CCCCCC2)CC1,.,3
NC(=O)CSc1nc2ccccc2n1Cc1ccccc1F,-74,9
COc1cc(OC)c(CN2CCN(c3ccc(F)cc3)CC2)cc1Br,-7,4
CC(=O)c1sc(NC(=O)c2ccc(F)c(F)c2)nc1C,.,-11
O=C(NCc1ccccc1)c1cc(S(=O)(=O)N2CCOCC2)ccc1F,5,-7
CCCNC(=O)Cn1nc(C(F)(F)F)c2c1CCCC2,.,-15
Cc1nc(NC(=O)c2ccccc2)sc1-c1csc(Nc2cccc(F)c2)n1,.,-6
CC(=O)OCc1c(C(F)(F)F)nn(C)c1SCc1ccc(Cl)cc1,.,-4
O=C(COC(=O)Cc1cccs1)Nc1ccc(F)c(F)c1F,.,-8
N#CCSCC(=O)Nc1ccc(F)cc1,-1,-10
Cc1nn(-c2nc3ccccc3s2)c(N)c1Sc1ccc(F)cc1,44,4

# Screening data: PubChem BioAssay, several laboratories
